Screening data from PubChem BioAssay.
HDAC3 inh = HDAC3 deacetylase inhibitors, primary screen, biochemical, fluorescence, cell-free homogeneous | Histone deacetylase 3 (Homo sapiens), O15379 | recombinant HDAC3, fluorogenic peptide/trypsin coupled | inhibition, % at 8.3 µM | actives 0.15% (n = 320,000) | AID 2718, 2010; in the data active = inhibition above about 26%, passing the limit was not always enough; inconclusive = no clear call, values can overlap the other calls
Target sequence (O15379 whole entry, looked up): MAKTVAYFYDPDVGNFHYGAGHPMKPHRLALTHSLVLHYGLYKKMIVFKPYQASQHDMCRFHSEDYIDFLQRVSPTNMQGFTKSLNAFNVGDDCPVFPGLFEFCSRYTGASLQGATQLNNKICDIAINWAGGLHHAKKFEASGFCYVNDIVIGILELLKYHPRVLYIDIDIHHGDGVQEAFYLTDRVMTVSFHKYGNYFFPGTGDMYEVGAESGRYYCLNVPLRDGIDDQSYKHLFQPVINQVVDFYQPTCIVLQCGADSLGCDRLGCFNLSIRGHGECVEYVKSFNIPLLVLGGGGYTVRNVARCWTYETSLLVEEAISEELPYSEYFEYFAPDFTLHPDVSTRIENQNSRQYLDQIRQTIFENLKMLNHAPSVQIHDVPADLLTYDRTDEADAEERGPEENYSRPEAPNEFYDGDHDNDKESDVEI
Active calls of the source: *; u = inconclusive. This is a subset (hit frequency here may not be typical).

HDAC3 inh | mol
2 | COc1ccc(CNC(=O)C(C)Sc2nc3ccccc3c(=O)n2CC2CCCO2)cc1 (stereo not drawn)
15 | Cc1cccc(S(=O)(=O)Nc2cc(Cl)ccc2N2CCOCC2)c1
-1 | COc1ccccc1NC(=O)c1ccc(NC(=O)CSc2nc(N)cc(=O)[nH]2)cc1
-6 | CC(=O)Nc1cccc(NCC(=O)Nc2cc(S(=O)(=O)N3CCCCC3)ccc2Cl)c1
9 | C#CCOCCOCCOCCNc1nc(N2CCN(C(=O)CCCCCCCCCCNC(=O)[C@@H](CCSC)n3cc(CCO)nn3)CC2)nc(N2CCN(C(=O)CCCCCCCCCCNC(=O)[C@H](CCC(=O)O)n3cc(CCCCCN)nn3)CC2)n1
5 | O=C(COC(=O)c1c(F)cccc1F)NCc1cccs1
-10 | CCOC(=O)[C@H]1[C@H]2COc3ccc(OC)cc3[C@@H]2N2C(=O)CN(CCc3c[nH]c4ccccc34)C(=O)[C@@]12C
-1 | COC(=O)c1ccccc1S(=O)(=O)NNC(=O)c1nn(C)c(=O)c2ccccc12
2 | Cc1cccc(OCc2nnc(-c3ccc(F)cc3)o2)c1
9 | COC(=O)c1c(C)[nH]c(C(=O)C(C)OC(=O)C2CC2)c1C (stereo not drawn)
8 | COc1ccc(NC(=O)Cc2ccc(C)cc2)cc1S(=O)(=O)N1CCCCC1
1 | CCCNC(=O)C(Cc1cccc(OC)c1)NC(=O)c1ccc(C(C)(C)C)cc1 (stereo not drawn)
-8 | COC(=O)C1=C(C)N(Cc2ccccc2)C(=NCC(C)C)N[C@H]1c1cccc(C(F)(F)F)c1
-2 | O=C(Nc1ccc(C(=O)N2CCC(O)(c3ccc(Cl)c(C(F)(F)F)c3)CC2)cc1)c1ccc(Br)o1
-4 | Cc1cc(NC(=O)CSc2nc3c(cnn3-c3cccc(Cl)c3)c(=O)[nH]2)no1
-3 | CSc1ncccc1C(=O)OCC(=O)N1CCc2ccccc21
4 | COC(=O)c1c(C)[nH]c(C(=O)C(C)OC(=O)c2ccco2)c1C (stereo not drawn)
-7 | Cn1c2cc(C#N)sc2c2cnn(Cc3ccc(F)cc3)c(=O)c21
8 | Cc1ccc(S(=O)(=O)N2[C@@H](c3cccc(Cl)c3)C(C(=O)O)=CC[C@H]2c2cccs2)cc1
-4 | O=C1CCc2cc(S(=O)(=O)NCc3ccccc3Cl)ccc2N1
0 | CCCN(C(=O)c1nc2nc(C)cc(C)n2n1)c1c(N)n(Cc2ccccc2)c(=O)[nH]c1=O
1 | CC1CCCCC1NC(=O)c1cc(S(=O)(=O)N2CCOCC2)ccc1Cl (stereo not drawn)
3 | CCN(C(=O)CSc1nnc(Nc2ccc(OC)cc2)s1)C1CCS(=O)(=O)C1 (stereo not drawn)
-6 | COC(=O)[C@]1(C)CCC[C@@]2(C)C3CC[C@]4(OC(C)=O)C[C@@]3(CCC21)CC4=O (stereo partly drawn)
3 | CC(C)C(NC(=O)c1ccc(Cl)cc1Cl)C(=O)N1CCC1 (stereo not drawn)
1 | CCc1noc(C)c1C(=O)OCC(=O)NCc1ccccc1
1 | CCOC(=O)c1[nH]c(C)c(C(=O)OCC(=O)NCc2ccc(OC)c(OC)c2)c1C
1 | CCOc1ccc(C(=O)NCC(=O)OCC(=O)Nc2nnc(-c3ccccc3)o2)cc1
5 | COc1ccccc1NS(=O)(=O)c1cccc(C(=O)NNC(=O)c2ccc(=O)[nH]c2)c1
1 | CN(Cc1ccccc1)C(=O)COC(=O)Cc1ccc(Cl)cc1

An excerpt from above in order of count of non-hydrogen atoms, descending.
HDAC3 inh | mol
1 | CCOc1ccc(C(=O)NCC(=O)OCC(=O)Nc2nnc(-c3ccccc3)o2)cc1
1 | CCOC(=O)c1[nH]c(C)c(C(=O)OCC(=O)NCc2ccc(OC)c(OC)c2)c1C
-6 | COC(=O)[C@]1(C)CCC[C@@]2(C)C3CC[C@]4(OC(C)=O)C[C@@]3(CCC21)CC4=O (stereo partly drawn)
-7 | Cn1c2cc(C#N)sc2c2cnn(Cc3ccc(F)cc3)c(=O)c21
1 | CN(Cc1ccccc1)C(=O)COC(=O)Cc1ccc(Cl)cc1
1 | CCc1noc(C)c1C(=O)OCC(=O)NCc1ccccc1

Continuation:
HDAC3 inh | mol
-5 | COc1ccccc1C(CNC(=O)c1ccco1)N1CCCC1 (stereo not drawn)
4 | CC1(c2cccc(Br)c2)NC(=O)N(CC(=O)Nc2ccc3c(c2)OCCO3)C1=O (stereo not drawn)
-3 | CC1c2cccn2CCN1S(=O)(=O)c1ccccc1 (stereo not drawn)
-6 | O=C(CN1CSCC1=O)N1CCN(S(=O)(=O)c2cccc(F)c2)CC1
-5 | CC(C)C[C@@H]1CN=C(N)N1C[C@@H]1CCCN1C[C@H](C)N1C[C@@H](Cc2ccccc2)N(CCCC2CCCC2)C1=N
-13 | O=C(O)c1cccc(Nc2nc3ccccc3nc2NS(=O)(=O)c2ccccc2)c1
3 | O=C(N1CCN(S(=O)(=O)c2ccc(Cl)cc2)CC1)n1ccnc1
1 | CC(OC(=O)c1ccc(Cl)c([N+](=O)[O-])c1)C(=O)N1CCN(Cc2ccccc2)CC1 (stereo not drawn)
7 | CCC(C)CCN1CCN=C1N(C)C (stereo not drawn)
-3 | NS(=O)(=O)c1cccc(NC(=O)CSc2n[nH]c(-c3cccs3)n2)c1
-2 | CC(=O)Nc1cccc(NC(=O)CN2c3cccc4cccc(c34)S2(=O)=O)c1
1 | O=C(Nc1ccc(C(=O)N2CCC(N3CCCC3)CC2)cc1)c1ccc(Br)o1
-2 | CC1(C)O[C@@H]2[C@H](O1)[C@@H](COS(=O)(=O)O)O[C@H]2n1ccc(=O)[nH]c1=O
1 | CCc1ccccc1-n1c(SCC(=O)c2c(N)n(C3CC3)c(=O)[nH]c2=O)nnc1N1CCOCC1
2 | COc1cccc(-c2sc3ccccc3c2-c2ccc(OCCN3CCCCC3)cc2)c1
6 | COc1ccc(C)cc1C1=CC(=O)C[C@H](c2ccc(F)cc2)C1
1 | CN(C(=O)CN1C(=O)c2ccccc2S1(=O)=O)C1CCCCC1
0 | CN1CCN(C(=O)C2CCN(S(=O)(=O)c3ccccc3[N+](=O)[O-])CC2)CC1
-2 | Cc1ccccc1OCC(=O)N(Cc1ccco1)c1c(N)n(Cc2ccccc2)c(=O)[nH]c1=O
-2 | Cc1cc(C)cc(OCC(=O)Nc2ccc(N3CCOCC3)cc2N2CCOCC2)c1
-3 | Cc1cccc(NC(=O)COC(=O)c2n[nH]c3ccccc23)c1C
4 | Cc1cccc(N2CC(C(=O)Nc3ccccc3N3CCOCC3)CC2=O)c1C (stereo not drawn)
-2 | Cc1ccc(C)c(NC(=O)COC(=O)c2nc(Cl)ccc2Cl)c1
-1 | N#Cc1cccc(S(=O)(=O)NCC(=O)NCc2ccc3c(c2)OCO3)c1
14 | O=C(COC(=O)COc1ccc(Cl)cc1Br)NC1CCCCCC1
-2 | O=C(COC(=O)CNC(=O)c1ccccc1)NCCNC(=O)COC(=O)CNC(=O)c1ccccc1
-1 | O=C(/C=C/c1cc(Br)ccc1F)OCC(=O)N1CCOCC1
0 | Cc1noc(C)c1C(=O)Nc1cccc(S(=O)(=O)N2CCCCC2)c1
3 | CN(CC(=O)NCCc1ccc(S(N)(=O)=O)cc1)CC(=O)Nc1ccc(Cl)cc1
3 | CCC1(c2ccc(F)cc2)NC(=O)N(CC(=O)N2CCN(C(=O)c3ccco3)CC2)C1=O (stereo not drawn)

Copied from the list.
HDAC3 inh result of CN(CC(=O)NCCc1ccc(S(N)(=O)=O)cc1)CC(=O)Nc1ccc(Cl)cc1 = 3
HDAC3 inh result of Cc1cccc(N2CC(C(=O)Nc3ccccc3N3CCOCC3)CC2=O)c1C (stereo not drawn) = 4

Next section:
HDAC3 inh | mol
-2 | COC(=O)c1ccc(NC(=O)c2ccc3c(c2)NC(=O)C2CCCN32)cc1 (stereo not drawn)
-9 | Cc1ccc(NS(=O)(=O)c2cccc(C(=O)NC3CC3)c2)c(C)c1
9 | CCOC(=O)C1=C(COC(=O)CC(C)c2ccccc2)NC(=O)NC1C (stereo not drawn)
u | Cc1onc(-c2ccccc2)c1C(=O)OCC(=O)Nc1cccc(Cl)c1
2 | NS(=O)(=O)c1ccc(NC(=O)CSc2n[nH]c(=O)n2C2CC2)cc1
4 | O=C(NNC(=O)c1ccc(Br)s1)c1csc(N2CCOCC2)n1
3 | CCNc1nc(C#N)nc2c1ncn2-c1cc(F)cc(F)c1
u | O=C(CCc1ccccc1)NNC(=O)c1ccncc1
-2 | Cn1c(N)c(C(=O)COC(=O)c2ccccc2C(=O)c2ccc(Cl)c([N+](=O)[O-])c2)c(=O)n(C)c1=O
-9 | NC(=O)Nc1ccc(C(=O)OCC(=O)N2CCCC2=O)cc1
-6 | CN(C)c1ccc(S(=O)(=O)NCC(=O)OCC(=O)c2ccc[nH]2)cc1[N+](=O)[O-]
4 | C=CC[C@@H](CC(=O)N(CCO)Cc1ccccc1)C(=O)N[C@@H](C)COC(=O)[C@@H](CC=C)CC(=O)OC(C)(C)C
8 | CCC(=O)N1CCN(C(=O)c2ccccc2)CC1
3 | O=C(COC(=O)c1cccs1)Nc1cccc(S(=O)(=O)N2CCCCC2)c1
2 | O=C(NCc1cccc(Cl)c1)c1cccc(S(=O)(=O)N2CCCCC2)c1
15 | O=C(OCC(=O)c1ccc(Br)s1)c1ccc(O)cc1
-1 | CC(=O)c1ccc(-c2ccc(C(=O)Nc3nc(-c4ccccn4)cs3)o2)cc1
-8 | CCOC(=O)C1=C(C)NC(C)=C(C(=O)OCC)C1C(=O)OCC(=O)N1CCOCC1
0 | N#CCCN(C(=O)COC(=O)c1ccc2ccccc2n1)c1ccccc1
-2 | COc1cc(C(O)CO)ccc1O (stereo not drawn)
-4 | CCCCN(C(=O)CSc1nc(CCC)cc(=O)[nH]1)c1c(N)n(Cc2ccccc2)c(=O)[nH]c1=O
5 | CCN(C(=O)COC(=O)/C=C/c1ccco1)C1CCCCC1
-5 | O=C(Nc1ccc(C(F)(F)F)cc1)c1ccccc1
0 | C=C[C@@H]1c2ccccc2N(S(=O)(=O)c2ccc(C)cc2)[C@H](c2ccccc2C(F)(F)F)C1(C#N)C#N
2 | COc1cccc(CNC(=O)COC(=O)c2nc(Cl)c(Cl)c(Cl)c2Cl)c1
-8 | CCOc1ccc(/C=N/NC(=O)c2ccccc2O)cc1CN1CC2CC(C1)c1cccc(=O)n1C2 (stereo not drawn)
-9 | O=C(COc1ccc(-n2cnnn2)cc1)Nc1ccc(F)cc1
-3 | COc1cc(OC)cc(C(=O)OCC(=O)NC(c2ccccc2)c2ccccc2)c1
-1 | CN1CCN(S(=O)(=O)c2ccc(C#N)cc2)C(c2ccccc2)C1 (stereo not drawn)
4 | CN(c1ccc(OCC(=O)NC2CCC(O)CC2)cc1)S(=O)(=O)c1ccc(Cl)cc1 (stereo not drawn)
2 | O=C(/C=C/c1ccc(S(=O)(=O)N2CCOCC2)cc1)Nc1ccc(F)c(F)c1F
2 | N#Cc1cccnc1N1CCN(C(=O)c2cccc3c2C(=O)c2ccc(-c4ccc(F)cc4OCc4ccccc4)cc2S3(=O)=O)CC1
4 | CC[C@H]1C/C=C\Cc2ccccc2[C@@H](C(=O)C[C@@H](O)CC(C)=O)OC1=O
-3 | COc1cccc(OC)c1C(=O)OCC(=O)NCc1ccco1
2 | O=C(CCNC(=O)c1ccc(Cl)cc1)Nc1ccc(S(=O)(=O)N2CCOCC2)cc1
0 | COc1ccccc1CN(C)c1ccc(S(=O)(=O)N2CCN(C)CC2)cn1
0 | COc1ccc(NC(=O)COC(=O)/C=C/c2cccs2)c(OC)c1
3 | CSc1ncccc1C(=O)Nc1ccc(S(=O)(=O)N2CCCC2)cc1
-2 | CCC1(c2ccc(C)cc2)NC(=O)N(CC(=O)Nc2cccc(S(=O)(=O)N3CCCC3)c2)C1=O (stereo not drawn)
-2 | NC(=O)OCC(O)COc1ccc(Cl)cc1 (stereo not drawn)
-5 | O=C(NCCCN1CCCC1=O)c1cccc(S(=O)(=O)Nc2ccc(F)cc2)c1
2 | CCCCOc1ccc(C(=O)NCC(=O)NCCOc2ccccc2OC)cc1
-7 | COc1cccc(Nc2ccc(N3CCCCC3)cc2)c1OC
1 | Cc1ccc(NC(=O)COC(=O)C2CC3CCCC(C2)C3=O)c([N+](=O)[O-])c1 (stereo not drawn)
3 | COCc1c(C(=O)OCC(=O)c2ccc[nH]2)oc2ccccc12

The final four compounds of the section before open the next one:
HDAC3 inh | mol
2 | CCCCOc1ccc(C(=O)NCC(=O)NCCOc2ccccc2OC)cc1
-7 | COc1cccc(Nc2ccc(N3CCCCC3)cc2)c1OC
1 | Cc1ccc(NC(=O)COC(=O)C2CC3CCCC(C2)C3=O)c([N+](=O)[O-])c1 (stereo not drawn)
3 | COCc1c(C(=O)OCC(=O)c2ccc[nH]2)oc2ccccc12
-1 | CCCCn1c(N)c(N(CC)C(=O)c2c(C)noc2C)c(=O)[nH]c1=O
4 | CCOc1cc(N2CCOCC2)c(OCC)cc1NC(=O)c1cc(S(=O)(=O)N2CCOCC2)ccc1C
-3 | COc1ccc(Cl)cc1C(=O)OCC(=O)NCc1cccs1
-1 | CC(=O)Oc1ccc(C#C/C=C2\c3ccccc3C(=O)N2c2ccccc2)cc1
3 | COc1ccc(Cl)cc1NC(=O)COC(=O)c1cc(C)oc1C
-5 | CCOc1ccccc1/C=C/C(=O)N1CCN(C(=O)c2ccco2)CC1
1 | Cc1noc(C)c1NC(=O)Nc1cccc2c1O[C@@H](CN(C)Cc1ccc3c(c1)OCO3)[C@@H](C)CN([C@H](C)CO)C2=O
5 | CC(NC(=O)COC(=O)c1ccc[nH]c1=O)c1ccccc1 (stereo not drawn)
3 | COc1cccc(C(=O)OCC(=O)NC23CC4CC(CC(C4)C2)C3)c1
2 | COc1ccc(-c2oc(=O)c3cc(OC)c(OC)cc3c2-c2cc(F)cc(OC)c2)cc1
-39 | CC1CCCCC1NC(=O)NC(=O)COC(=O)c1nccnc1N (stereo not drawn)
-1 | CCN1CCN(c2ccc(S(=O)(=O)N3CCOCC3)cc2NC(=O)c2ccc(C)cc2C)CC1
2 | Cc1ccc(C)c(C(=O)CCC(=O)Nc2ccc(N3CCN(C)CC3)cc2C)c1
-3 | COc1ccc(-c2cn(CCC(=O)O)c(-c3ccc(Cl)nc3)n2)cc1
6 | CCN1CCN(c2ccc(Cl)cc2NC(=O)c2ccc(-n3nc(C)cc3C)cc2)CC1
